PKA kinase inh: PKA (human) kinase inhibition. P17612. PKA Kemptide phosphorylation, Kinase-Glo ATP luminescence. inhibition, % at 6 µM. 65,000 tested, 0.1% active. AID 524;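 active = inhibition above the screen-wide mean inhibition plus 3 SD, cut at about 21% in these data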; also: many of its hits are not listed in these tables
Cathepsin G inh: cathepsin G (human) inhibition; P08311; purified enzyme, AMC-tetrapeptide fluorescence, pooled mixtures; inhibition, % at 5 µM (by protocol); 62,000 tested, 0.2% active;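 active = inhibition above 20% in each of the two mixture wells holding the compound; inactive = inhibition of 20% or less in either well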;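 also: 0% = enzyme control without mixture and 100% = blank lacking enzyme; strong numbers were not always called active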
CatL inh: blocks human cathepsin L protease activity; P07711; purified cathepsin L, fluorogenic substrate, fluorescence; inhibition, %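 (tested at 10 µM)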; 58,000 tested, 0.17% active; AID 460; in the data active = inhibition above about 45%;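 also: 0% = enzyme with no compound and 100% = no enzyme blank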
ROCK2 inh: ROCK2 (human) kinase inhibition; AID 604; 60,000 tested, 0.35% active; inhibition, % at 6 µM; purified ROCK2, Kinase-Glo ATP depletion luminescence; O75116;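 active = inhibition above the screen-wide mean inhibition plus 3 SD, cut at about 18% in these data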;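 also: plate controls were DMSO wells for no effect and Y-27632 control wells after no-enzyme background subtraction for full effect; many of its hits are not listed in these tables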
Target sequence (O75116 whole entry, looked up): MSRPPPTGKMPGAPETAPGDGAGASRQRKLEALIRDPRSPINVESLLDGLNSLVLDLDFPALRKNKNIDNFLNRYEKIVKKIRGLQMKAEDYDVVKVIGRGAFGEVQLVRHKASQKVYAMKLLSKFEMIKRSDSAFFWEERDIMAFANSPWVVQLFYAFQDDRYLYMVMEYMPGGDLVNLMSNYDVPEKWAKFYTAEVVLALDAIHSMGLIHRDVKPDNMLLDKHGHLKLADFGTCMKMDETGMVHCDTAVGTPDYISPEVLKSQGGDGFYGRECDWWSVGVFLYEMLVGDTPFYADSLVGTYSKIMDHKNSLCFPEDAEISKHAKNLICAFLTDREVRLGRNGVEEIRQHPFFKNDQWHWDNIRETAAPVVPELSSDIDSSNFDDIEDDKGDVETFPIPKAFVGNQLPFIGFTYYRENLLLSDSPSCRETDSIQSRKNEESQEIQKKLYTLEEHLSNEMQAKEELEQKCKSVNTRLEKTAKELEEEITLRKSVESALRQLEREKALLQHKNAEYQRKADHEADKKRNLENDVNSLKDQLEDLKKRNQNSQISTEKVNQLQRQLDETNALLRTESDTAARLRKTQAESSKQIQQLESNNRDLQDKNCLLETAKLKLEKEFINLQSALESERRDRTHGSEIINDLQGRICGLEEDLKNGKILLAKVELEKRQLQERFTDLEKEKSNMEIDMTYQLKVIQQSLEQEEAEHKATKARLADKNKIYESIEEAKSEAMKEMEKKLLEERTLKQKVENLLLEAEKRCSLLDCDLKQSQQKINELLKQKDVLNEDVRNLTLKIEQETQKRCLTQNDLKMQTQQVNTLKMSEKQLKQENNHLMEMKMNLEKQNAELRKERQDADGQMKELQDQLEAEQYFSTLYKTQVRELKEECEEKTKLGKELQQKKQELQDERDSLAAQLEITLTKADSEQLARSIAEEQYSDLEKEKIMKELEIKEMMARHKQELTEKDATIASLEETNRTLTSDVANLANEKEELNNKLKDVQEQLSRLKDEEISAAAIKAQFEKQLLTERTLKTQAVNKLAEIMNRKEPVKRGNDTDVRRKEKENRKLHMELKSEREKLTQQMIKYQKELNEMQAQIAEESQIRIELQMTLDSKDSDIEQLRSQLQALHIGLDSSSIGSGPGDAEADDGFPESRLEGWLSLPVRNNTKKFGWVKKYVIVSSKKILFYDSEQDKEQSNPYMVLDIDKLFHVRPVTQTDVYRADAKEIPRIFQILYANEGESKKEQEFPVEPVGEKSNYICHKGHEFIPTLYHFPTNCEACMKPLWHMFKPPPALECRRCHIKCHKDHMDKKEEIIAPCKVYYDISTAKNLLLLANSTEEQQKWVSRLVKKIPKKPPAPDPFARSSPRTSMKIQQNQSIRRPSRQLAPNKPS
CatB inh: human cathepsin B inhibition; purified cathepsin B, fluorogenic substrate, fluorescence; 63,000 tested, 0.1% active; inhibition, %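 (tested at 10 µM)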; in the data active = inhibition above about 21%;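 also: 0% = enzyme with no compound and 100% = no enzyme blank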
HER2 expr 66K: inhibitors of human Her2 kinase expression | P04626 | SKBR-3 HER2 protein level, AlphaScreen, 18-24 h; hits give low values | 65,000 tested, 0.69% active | HER2 level % of control, % at 10 µM;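 active = HER2 level under 5% of the carrier-only control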;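 also: 100% = DMSO carrier and 0% = 500 nM PU-H71 HSP90 inhibitor; lower value means stronger loss of Her2 protein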
CatB mix inh: human cathepsin B inhibition by mixtures; P07858; Purified cathepsin B, AMC dipeptide fluorescence, compound mixtures; inhibition, %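 (ten-compound pools at 5 µM per compound and 50 µM total)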; 62,000 tested, 0.06% active; AID 488; in the data active = inhibition above about 22%, passing the limit was not always enough;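 also: 0% = enzyme without compound and 100% = no enzyme blank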
C1s inh: blocks human complement C1s protease activity; purified C1s, fluorogenic AMC substrate, pooled mixtures; mean inhibition % of two 10-compound mixtures (hits give high values), % at 5 µM (by protocol); 62,000 tested, 0.16% active;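 active = inhibition above 20% in each of the two 10-compound mixture wells holding the compound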;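 also: 0% = enzyme wells lacking compound mixture and 100% = no-enzyme blank wells; some compounds called inactive have numbers as strong as hits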
CatS inh: inhibitors of human cathepsin S. P25774. recombinant cathepsin S, AMC dipeptide fluorescence, pooled mixtures. inhibition, %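 (tested at 5 µM per compound within 10-compound mixtures)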. 62,000 tested, 0.06% active. AID 501; in the data active = inhibition above about 32%, passing the limit was not always enough;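 also: 0% = enzyme without compound and 100% = blank without enzyme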
Active calls of the source: *; / = not tested or not shown.

PKA kinase inh	Cathepsin G inh	CatL inh	ROCK2 inh	CatB inh	HER2 expr 66K	CatB mix inh	C1s inh	CatS inh	canonical_smiles
4	-5	-19	2	-2	113	-1	1	-8	Cc1ccc(CSc2nnc(-c3ccco3)n2N)cc1
-3	-10	10	-3	4	111	0	-17	10	Nc1cc(N)nc(SCc2ccccc2)n1
-2	9	12	0	10	109	4	16	-1	CCNc1nc(SCCOc2ccc(C)cc2)nc(N(C)C)n1
10	9	2	2	1	99	1	-7	9	COc1cccc(C(=O)NCCn2ccc3ccccc32)c1
-5	-3	/	2	-4	99	-2	-19	6	CC1=C(C(=O)OC(C)C)C(c2cccs2)n2ncnc2N1 (stereo not given)
-6	-16	-3	-4	-5	91	-4	-138	-29	CCOc1ccccc1OCCn1nnc2ccccc21
6	11	32	8	-2	61	-4	-4	4	COCC(=O)N(Cc1cc2ccccc2[nH]c1=O)c1ccc(OC)cc1
4	8	12	/	1	73	5	8	-4	O=C(CCn1nc(-c2ccc(Cl)cc2)ccc1=O)N1CCN(c2ccccn2)CC1
6	2	18	4	6	97	-3	-30	8	COc1ccc(NC(=O)CN2CCN(c3ccc(F)cc3)CC2)cc1Cl
4	-3	0	/	-5	73	3	-31	-1	CCCCn1c(C(C)NC(=O)c2cccs2)nc2ccccc21 (stereo not given)
-4	-1	-6	-2	-4	114	-3	-2	-2	Cn1c2ccccc2c2ncn(CCC3=CCCCC3)c(=O)c21
6	9	/	2	1	145	0	17	7	CC1(C)CC2(CCO1)CNC(=O)O2 (stereo not given)
10	-1	-2	7	0	105	2	3	1	O=C(Nc1ccc(Cl)cc1)Nc1ccc(N2CCOCC2)cc1
9	7	-2	8	3	120	-5	5	-4	O=C(O)CCCCCN1C(=O)CSC1=S
1	3	8	4	5	66	3	-51	4	CCn1c(COc2ccccc2C)nnc1SCC(=O)Nc1cc(C)on1
0	2	8	-3	1	116	-4	-45	9	Clc1ccccc1OCc1nc(-c2ccccn2)no1
-1	-3	-3	-4	1	84	0	-4	0	Cc1cc(C)n(-c2nncn2/N=C/c2ccccc2F)n1
7	10	8	5	5	90	3	6	11	CC(C)Cn1cnc2c1c(=O)n(CC(=O)Nc1ccc3c(c1)OCO3)c(=O)n2Cc1ccccc1
5	6	4	7	-1	86	0	-5	5	Cc1cccc(N2CCN(c3nc4ccccc4n4cnnc34)CC2)c1C
8	7	13	6	5	112	0	1	5	O=C(CCCn1c(=S)[nH]c2ccccc2c1=O)NCc1ccco1
5	12	9	11	0	89	-3	-4	-4	O=C(c1cnn2c(C(F)F)cc(-c3ccccc3)nc12)N1CCOCC1
0	4	0	0	4	79	8	8	2	O=C(Nc1ccccc1)Nc1ccccn1
2	0	4	2	1	94	7	-1	-4	COc1ccc(S(=O)(=O)N2CCc3ccccc32)cc1C(=O)OCc1nnc(-c2ccccc2)o1
0	8	-1	3	2	103	4	6	2	COC(=O)c1cc2nc(-c3ccc(OC)c(OC)c3)cc(C(F)(F)F)n2n1
4	11	4	0	1	81	5	9	15	Cc1nnc(SCc2nc3ccccc3s2)n1-c1ccccc1
4	-10	-19	-4	3	102	4	0	-3	CCCCC(=O)Nc1ccc(C(=O)NCc2ccncc2)cc1
2	7	15	1	2	81	2	-22	6	Cc1ccc(-c2cnc(N)n2C)cc1C
7	8	18	2	2	128	1	5	1	Cn1nnnc1SCC(=O)c1c(N)n(C)c(=O)n(C)c1=O
10	-11	-1	7	0	73	0	-2	-4	CC12CCC(C(=O)Nc3cccc(NC(=O)C45CCC(C)(C(=O)O4)C5(C)C)n3)(OC1=O)C2(C)C
-6	8	2	-10	-2	87	2	6	3	Cc1ccc(-c2c3c(=O)n(C)c(=O)n(C)c3cn2Cc2cccnc2)cc1
5	9	8	6	2	99	2	12	-2	Cc1cc(C)cc(N2C(=O)C3C4C=CC(C4)C3C2=O)c1 (stereo not given)
7	-1	/	4	2	117	-1	0	5	COc1cccc2c(=O)n(CC(=O)NC3CCCC3)ccc12
1	-17	7	0	9	104	8	-17	9	CCOC(=O)c1ccc(NC(=O)NC2CC3CCC(C2)N3Cc2nnnn2C(C)(C)C)cc1 (stereo not given)
9	11	12	5	1	65	-2	13	10	CCOCCCn1c(=S)[nH]c2ncccc2c1=O
-8	-1	15	-1	1	95	42	-3	37	COc1cccc(C(c2nnnn2Cc2ccc(F)cc2)N2CCC(C(N)=O)CC2)c1OC (stereo not given)
-1	10	6	5	2	62	5	10	15	CCCC(=O)Nc1ccc2c(c1)nc(CN1CCCCC1)n2C
10	-4	-6	-2	-1	100	4	-8	-5	CCSc1nnc(-c2ccc(S(=O)(=O)NCc3cccs3)cc2)o1
7	9	42	0	3	73	1	3	4	N#CCCCn1c(-c2ccccc2)noc1=O
-5	-3	1	-3	-3	93	-2	-1	-4	C=CCn1c(COc2ccccc2F)nnc1SCC(=O)NC(=O)NCc1ccco1
11	1	-9	6	0	78	-2	-3	1	CCOC(=O)C1=C(C)NC2=C(C(=O)CCC2)C1c1cccs1 (stereo not given)
11	0	4	/	10	153	7	-13	10	CCc1ccc2[nH]cc(C(=O)OCCOC)c(=O)c2c1
-7	5	1	-2	-2	98	-1	7	-5	CCc1nnc(NC(=O)CCN2C(=O)CCC2=O)s1
11	7	8	6	2	86	-1	2	-3	CCC(=O)Nc1cccc(NC(=O)CSc2nnnn2Cc2ccccc2)c1
-2	0	0	/	-4	99	6	0	2	Cc1ccc(S(=O)(=O)NCC(c2cccnc2)N(C)C)cc1 (stereo not given)
3	11	6	2	1	95	-1	-4	-11	COc1cc(OC)cc(-c2nnc(SCC(=O)N(Cc3ccccc3)C(C)(C)C)o2)c1
-4	10	-7	0	4	87	8	17	0	CS(=O)(=O)N(CC(=O)NCc1ccc2c(c1)OCO2)Cc1ccc(Cl)cc1
10	-17	0	-4	0	178	6	-43	1	CCOC(=O)C1C(=O)NC(C)C1c1ccccc1 (stereo not given)
8	-11	2	2	/	98	0	-58	0	CCc1ccc2oc(-c3cc(N)ccc3O)nc2c1
0	-4	-2	1	2	99	9	4	-3	CCc1nc2sc(C)c(C)c2c(=O)n1CCO
-3	8	6	0	1	97	3	16	-1	CC1=CC(C)(C)N2C(=O)C3(C(C#N)=C(N)OC4=C3C(=O)CCC4)c3c(C)c(C)cc1c32 (stereo not given)

Reformatted: 14 of the compounds above.
| structure | PKA kinase inh | Cathepsin G inh | CatL inh | ROCK2 inh | CatB inh | HER2 expr 66K | CatB mix inh | C1s inh | CatS inh |
| --- | --- | --- | --- | --- | --- | --- | --- | --- | --- |
| CCSc1nnc(-c2ccc(S(=O)(=O)NCc3cccs3)cc2)o1 | 10 | -4 | -6 | -2 | -1 | 100 | 4 | -8 | -5 |
| N#CCCCn1c(-c2ccccc2)noc1=O | 7 | 9 | 42 | 0 | 3 | 73 | 1 | 3 | 4 |
| C=CCn1c(COc2ccccc2F)nnc1SCC(=O)NC(=O)NCc1ccco1 | -5 | -3 | 1 | -3 | -3 | 93 | -2 | -1 | -4 |
| CCOC(=O)C1=C(C)NC2=C(C(=O)CCC2)C1c1cccs1 (stereo not given) | 11 | 1 | -9 | 6 | 0 | 78 | -2 | -3 | 1 |
| CCc1ccc2[nH]cc(C(=O)OCCOC)c(=O)c2c1 | 11 | 0 | 4 | / | 10 | 153 | 7 | -13 | 10 |
| CCc1nnc(NC(=O)CCN2C(=O)CCC2=O)s1 | -7 | 5 | 1 | -2 | -2 | 98 | -1 | 7 | -5 |
| CCC(=O)Nc1cccc(NC(=O)CSc2nnnn2Cc2ccccc2)c1 | 11 | 7 | 8 | 6 | 2 | 86 | -1 | 2 | -3 |
| Cc1ccc(S(=O)(=O)NCC(c2cccnc2)N(C)C)cc1 (stereo not given) | -2 | 0 | 0 | / | -4 | 99 | 6 | 0 | 2 |
| COc1cc(OC)cc(-c2nnc(SCC(=O)N(Cc3ccccc3)C(C)(C)C)o2)c1 | 3 | 11 | 6 | 2 | 1 | 95 | -1 | -4 | -11 |
| CS(=O)(=O)N(CC(=O)NCc1ccc2c(c1)OCO2)Cc1ccc(Cl)cc1 | -4 | 10 | -7 | 0 | 4 | 87 | 8 | 17 | 0 |
| CCOC(=O)C1C(=O)NC(C)C1c1ccccc1 (stereo not given) | 10 | -17 | 0 | -4 | 0 | 178 | 6 | -43 | 1 |
| CCc1ccc2oc(-c3cc(N)ccc3O)nc2c1 | 8 | -11 | 2 | 2 | / | 98 | 0 | -58 | 0 |
| CCc1nc2sc(C)c(C)c2c(=O)n1CCO | 0 | -4 | -2 | 1 | 2 | 99 | 9 | 4 | -3 |
| CC1=CC(C)(C)N2C(=O)C3(C(C#N)=C(N)OC4=C3C(=O)CCC4)c3c(C)c(C)cc1c32 (stereo not given) | -3 | 8 | 6 | 0 | 1 | 97 | 3 | 16 | -1 |

The list continues.
PKA kinase inh	Cathepsin G inh	CatL inh	ROCK2 inh	CatB inh	HER2 expr 66K	CatB mix inh	C1s inh	CatS inh	canonical_smiles
4	9	-8	6	1	104	2	-5	-7	CCC(C)NC(=O)C(NS(=O)(=O)c1ccc2c(c1)c(=O)n(C)c(=O)n2C)c1ccccc1 (stereo not given)
1	15	11	2	-1	63	5	17	4	COC(=O)c1c(NC(=O)Cc2cccs2)sc(C)c1C
-6	-37	7	-4	5	107	4	-11	33	CCC(C)(C(=O)NC1CCCC1)N(C(=O)c1cnccn1)c1c(C)n(C)n(-c2ccccc2)c1=O (stereo not given)
8	4	/	4	1	99	7	-6	-4	CCOCCCNC(=O)Cc1cc(=O)[nH]c(=O)[nH]1
3	-3	1	1	-4	80	-3	-4	-7	CCOc1cc(N2CCOCC2)c(OCC)cc1NC(=O)Cn1[nH]c(=O)c2ccccc2c1=O
-6	9	10	-2	-1	91	5	11	-12	Cc1ccc(S(=O)(=O)NCCNC(=O)C2CCCNC2=O)cc1 (stereo not given)
6	/	9	4	1	145	/	/	/	CCOC(=O)C1/C(=N\O)CC(C)(O)C(C(=O)OCC)C1c1ccc(OC)c(OC)c1 (stereo not given)
2	12	24	-2	5	104	2	10	1	CC(C)COC(=O)C(N)C(C(=O)OCC(C)C)c1ccccc1 (stereo not given)
0	4	7	0	0	116	5	4	-2	COC(=O)CSc1nnc(CNc2ccc(F)cc2)o1
6	-2	-7	4	0	85	-2	2	-7	CC(C)CCN1CC(C(=O)NC(C)C)CC1=O (stereo not given)
5	-9	-25	/	3	53	1	-22	-1	Cc1cc(N2CCOCC2)nc2ccc(NC(=O)C3CCC(C)CC3)cc12 (stereo not given)
7	10	13	5	6	108	0	14	7	Cc1cc(C)nc(N(C#N)CC(=O)c2ccccc2)n1
10	1	5	6	-1	90	0	-2	2	Cc1noc(C)c1CSc1ccccc1C(=O)Nc1nccs1
-7	2	0	-2	2	107	0	3	-12	CCOC(=O)[C@@H]1CCNC[C@@H]1c1ccccc1
1	-2	0	0	4	91	2	-1	-3	CCOC(=O)CSc1ccc2nnc(-c3cccs3)n2n1
-4	0	-3	-3	5	80	-3	-3	4	COC(=O)CN1CCN(C(=O)c2ccc(F)cc2)c2ccccc2C1
-4	7	-7	2	1	92	5	3	-10	CCOC(=O)CNC(=O)CN1CCCN(S(=O)(=O)c2ccc(Br)s2)CC1
9	7	-2	3	1	105	2	5	-19	Nc1nc(-c2cccnc2)nn1S(=O)(=O)c1ccccc1
2	/	-6	8	-3	98	/	/	/	COc1cccc(C2/C(=C(/O)c3cnn(-c4ccccc4)c3C)C(=O)C(=O)N2CCN(C)C)c1 (stereo not given)
4	-3	4	2	2	76	0	3	6	Cc1cc(N2CCN(C)CC2)nc(N2CCOCC2)n1
9	-14	11	4	-1	74	2	-28	7	COC(=O)C(C)Sc1nnc2n(-c3cccc(C)c3)c(=O)c3c4c(sc3n12)CCCC4 (stereo not given)
9	1	14	9	-3	137	-5	-35	7	CCOc1ccc(/C(O)=C2\C(=O)C(=O)N(CCN(C)C)C2c2cc(OC)ccc2OC)cc1Cl (stereo not given)
12	3	4	4	6	117	1	2	8	Nc1nc(SCCOc2ccccc2)n[nH]1

Only part of the results is shown, so the mix of outcomes need not match the whole.
